# HDAC3 inhib: blocks human histone deacetylase 3 | O15379 | recombinant HDAC3, fluorogenic peptide/trypsin coupled, fluorescence | inhibition, % at 8.3 µM | 0.15% of 320,000 active | AID 2718; in the data active = inhibition above about 26%, passing the limit was not always enough; inconclusive = no clear call, values can overlap the other calls
# Platelet DG rel: modulates dense granule release in human platelets; human platelet-rich plasma, SFLLRN dense granule ATP release, luminescence; AID 1663; inhibition, %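 (compounds screened at 7.5 µM in platelet-rich plasma)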; 0.22% of 300,000 active;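 active = mean replicate score, as percent of positive control, at or above 50; inconclusive = mean below 50 but at least one replicate at or above 50; inactive = mean and every replicate below 50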
# PolyA inhibitor: blocks polyadenylation in yeast reporter cells. S. cerevisiae SKY197-pL101 polyadenylation reporter, beta-gal luminescence; efflux-impaired pdr1/pdr3 knockout yeast; score 100 = 6 SD above DMSO. calls only at 12 µM. 0.02% of 300,000 active;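 active = lowest replicate activity score at least 50, where 100 means six control SD above control mean; inconclusive = lowest score under 50 but half or more replicates reach 50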;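 note: yeast exposed to compound for 9 h at 30 °C; higher score means more reporter readthrough which indicates perturbed polyadenylation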
# AI-2 QS mod: modulators of Vibrio harveyi AI-2 quorum sensing system. Vibrio harveyi JMH597 AI-2 luminescence/OD600 ratio, 9 h; hits give low values; strain lacks LuxN and CqsS sensors; 0 = neutral-control median. activity change, % at 7.5 µM. 0.4% of 300,000 active. AID 2094; in the data active = activity change below about -75%, passing the limit was not always enough; inconclusive = no clear call, values can overlap the other calls;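 note: luminescence divided by OD600 gain over 9 h not by final OD600 alone; inactives centre near 13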
# GSK3A inh: blocks human GSK-3 alpha kinase | P49840 | ADP-Glo luminescence, 60 min | inhibition, % at 10 µM | 0.1% of 320,000 active | AID 2650;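 in the data active = inhibition above about 50%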;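 note: GST-tagged GSK-3 alpha with peptide substrate and 25 µM ATP; 0% = DMSO neutral wells and 100% = GW8510 positive control wells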
# Target sequence (P49840 whole entry, looked up): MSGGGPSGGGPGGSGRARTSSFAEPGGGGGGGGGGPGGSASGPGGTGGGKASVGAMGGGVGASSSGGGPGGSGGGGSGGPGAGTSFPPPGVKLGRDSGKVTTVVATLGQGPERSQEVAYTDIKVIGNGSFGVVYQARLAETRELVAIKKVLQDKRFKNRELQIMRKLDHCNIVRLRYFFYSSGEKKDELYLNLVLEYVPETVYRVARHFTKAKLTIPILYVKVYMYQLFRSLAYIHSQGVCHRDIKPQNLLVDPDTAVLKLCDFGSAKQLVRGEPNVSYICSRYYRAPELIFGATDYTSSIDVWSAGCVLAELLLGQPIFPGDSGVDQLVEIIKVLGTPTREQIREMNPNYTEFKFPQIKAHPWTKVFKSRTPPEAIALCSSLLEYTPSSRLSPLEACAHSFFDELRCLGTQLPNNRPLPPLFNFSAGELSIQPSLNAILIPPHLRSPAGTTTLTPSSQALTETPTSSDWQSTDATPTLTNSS
# GSK3B inh: blocks human GSK3beta kinase activity. GST-GSK3beta kinase, ADP-Glo luminescence, 60 min; hits give low values. activity score (negative = inhibition), % at 10 µM. 0.038% of 300,000 active;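 active = more than half of replicate wells score below -50%, meaning over 50% inhibition versus plate controls; inconclusive = some replicates but at most half score below -50%; inactive = no replicate scores below -50%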;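 note: 0% = median DMSO wells and -100% = median GW8510 positive control wells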
# Target sequence (P49841 whole entry, looked up): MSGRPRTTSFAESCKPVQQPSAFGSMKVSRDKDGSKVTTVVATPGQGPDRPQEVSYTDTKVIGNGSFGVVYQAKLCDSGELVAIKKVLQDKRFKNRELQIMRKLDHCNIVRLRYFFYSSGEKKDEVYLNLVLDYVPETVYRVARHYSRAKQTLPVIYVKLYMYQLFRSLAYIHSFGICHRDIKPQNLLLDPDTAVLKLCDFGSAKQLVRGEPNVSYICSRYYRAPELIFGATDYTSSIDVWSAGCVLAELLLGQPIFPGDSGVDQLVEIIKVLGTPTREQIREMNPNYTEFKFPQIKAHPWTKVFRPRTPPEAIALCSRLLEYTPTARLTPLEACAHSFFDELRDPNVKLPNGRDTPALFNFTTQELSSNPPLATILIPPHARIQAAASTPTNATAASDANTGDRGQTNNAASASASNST
#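 Test system – GST-tagged human GSK3beta kinase, cell-free · Incubation – 60 min enzyme reaction, room temperature · Signal – ADP-Glo luminescence · Also added – peptide substrate and ATP at 25 µM · Controls – DMSO neutral wells and GW8510 at 20 µM as positive · Buffer or medium – Tris/MgCl2 kinase buffer · Measure – Luminescence-derived activity versus plate DMSO and GW8510 wells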
# HSP90 refold inh: HSP90 refolding inhibition in rabbit reticulocyte lysate. luciferase refolding luminescence, 3 h. 0.91% of 290,000 active. inhibition, % at 5.6 µM. AID 1789;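 active = inhibition above the screen-wide mean plus 3 SD, computed separately per campaign, cut at about 16% in these data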;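 note: 0% = DMSO wells and 100% = 60 µM geldanamycin wells; inhibitors lower the luminescence because luciferase stays unfolded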
# HSF1 inh: HSF1 inhibition | activity change, negative = inhibition, % at 7.5 µM (by protocol) | 0.77% of 300,000 active | AID 2098 | NIH3T3-HGL HSE-luciferase, MG132-induced, luminescence 8 h; hits give low values;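 active = more than half of replicate wells show activity change below -50%, luminescence cut by over half; inconclusive = some wells, but at most half, below -50%; inactive = no replicate well below -50%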;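 note: luciferase reports HSF-1 transcriptional activity via heat shock element; 0% = median of DMSO wells and -100% = zero luminescence signal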
# Dyrk1A ADPGlo: blocks rat Dyrk1A kinase activity | ADP-Glo luminescence, NFATc1 peptide | 0.43% of 310,000 active | inhibition, % at 12.5 µM | Q63470 | AID 504441; in the data active = inhibition above about 50%;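 note: plate controls were vehicle with enzyme for no effect and no enzyme for full effect; many of its hits are not listed in these tables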
# HSF1 activator: increases HSF-1 driven luciferase reporter signal. activation, % at 9 µM. NIH3T3-HGL HSF-1 luciferase reporter, MG132, 8 h; 100% = twice DMSO control signal. 1.7% of 300,000 active;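 active = mean replicate activation of at least 50% with a set share of replicates each reaching 50%; inconclusive = only one of those two conditions met; inactive = mean below 50% and too few replicates reaching it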;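 note: 0% = median of the neutral control wells and 100% = twice that signal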
# The depositor's hits bear a star; i = inactive; ? = inconclusive; . = not tested or not shown.
SMILES,HDAC3 inhib,Platelet DG rel,PolyA inhibitor,AI-2 QS mod,GSK3A inh,GSK3B inh,HSP90 refold inh,HSF1 inh,Dyrk1A ADPGlo,HSF1 activator
COc1ccc(C(=O)/C=C/Nc2ccc([N+](=O)[O-])cc2C)cc1OC,1.5,5.9,i,21.4,-1.2,2.5,3.3,11.3,5.3,21.5
CCOc1ccc(N2CC(C(=O)NCCc3ccccc3)CC2=O)cc1 (centres undefined),-0.3,12.0,i,-13.4,-3.2,5.5,-2.1,-0.1,-2.5,2.3
Cn1cnc2cc(NC(=O)c3ccco3)ccc21,2.1,0.5,i,30.4,-2.4,0.3,-0.6,6.7,-0.1,21.0
CCOC(=O)c1cnc(-n2cc(C)cn2)nc1NCc1ccc2c(c1)OCO2,-0.5,2.2,i,36.0,0.8,4.6,0.1,1.6,-12.3,1.0
Cc1nn(-c2nc3ccccc3s2)c(N)c1-c1ccc(Cl)cc1,1.2,.,i,9.8,0.1,2.3,1.4,27.2,2.4,49.3
Cc1cc(C)cc(Nc2ccc3nonc3c2[N+](=O)[O-])c1,1.3,4.5,i,23.1,-3.1,8.8,.,0.0,0.8,-9.5
CCOC(=O)C1CCN(C(=O)COC(=O)C2CCN(S(=O)(=O)c3ccc4c(c3)OCCO4)CC2)CC1,-1.2,-30.1,i,14.4,-0.1,3.9,.,2.0,-3.0,8.0
COCCCn1c(-c2ccc(S(=O)(=O)N3CCOCC3)cc2)csc1=Nc1ccccc1,2.2,6.4,i,49.5,-2.7,-1.9,-3.2,-4.6,-0.3,-7.0
CCOC(=O)C1C(=O)OC(C)(C)C1C(C)C(=O)c1ccc(C)cc1 (centres undefined),-7.2,1.7,i,19.0,2.0,6.5,-2.4,-52.1*,-5.2,-59.2
Cc1cccc(CSc2nnc([C@@H]3CCCN3C(=O)OC(C)(C)C)o2)c1,11.7,10.5,i,18.2,1.3,-13.1,6.8,-7.6,.,-0.7
O=C(O)C/C(=C\c1ccc(N2CCOCC2)c([N+](=O)[O-])c1)c1nc2ccccc2s1,0.1,-1.8,i,19.7,.,-0.4,8.1,-20.3,-4.7,-35.8
COC(=O)c1ccc(NC(=S)NNC(=O)CC(C)C)cc1,2.1,6.5,.,10.7,-1.7,4.7,0.4,-28.2,22.9,-35.0
O=C(CSc1nc2ccccc2c(=O)n1CCCO)NCc1ccccc1,3.2,12.2,i,1.5,0.0,-0.5,-2.4,-5.6,3.7,-20.9
CCOc1ccc(OCC)c(NC(=O)C2CCN(S(=O)(=O)c3cccnc3)CC2)c1,1.8,2.4,i,5.9,-1.2,-8.1,-0.9,-5.7,4.0,6.0
COc1ccc(NC(=O)CN2C(=O)NC3(CC(C)CC(C)(C)C3)C2=O)cc1S(=O)(=O)N1CCCCC1 (centres undefined),0.1,-1.5,i,17.0,1.6,-1.4,.,3.2,-3.2,4.3
Cc1cc(N2C(=O)C(O)=C(C(=O)c3cccs3)C2c2cccc(Br)c2)no1 (centres undefined),-1.3,-9.9,i,19.1,-2.6,3.5,-1.4,8.2,1.3,14.3
CN(CC(=O)Nc1cc([N+](=O)[O-])ccc1Cl)Cc1ccc(Br)cc1,-0.3,12.3,i,5.7,-3.6,1.1,-6.0,10.5,19.0,39.6
Cc1cc([N+](=O)[O-])nn1CC(=O)NCc1ccco1,-2.1,1.8,i,12.9,4.0,1.7,-2.4,1.7,-0.3,0.1
COc1ccc(C(C)=O)cc1CSC(=N)N,-1.6,-7.6,i,-7.9,-0.9,3.4,-2.8,-7.6,2.6,7.7
N#CC(C(=O)NCCc1ccccc1)c1nc2ccccc2nc1N1CCOCC1 (centres undefined),-9.1,-5.5,i,40.0,.,-2.5,-2.7,-1.1,-2.5,-2.6
N#CCSc1ncnc2ccccc12,-0.5,-8.9,i,8.5,0.2,2.2,4.0,23.9,7.3,24.2
Cc1cccc(-c2nc3c(c(SCC(=O)N4CCOCC4)n2)COC(C)(C)C3)c1,2.5,-1.9,i,-12.4,2.8,0.4,5.7,0.7,.,-2.7
Oc1cccnc1CCc1ccccc1,5.7,4.3,i,11.2,1.0,-1.8,1.2,-4.8,-2.0,13.4
Cc1cccc(C)c1N1CCN(C(=O)N2CCCCC2)CC1,-14.3,3.7,i,1.4,-1.8,0.2,-2.7,-1.0,-0.8,13.0
CNC(=O)c1cc2ncc(C(F)(F)F)cc2s1,-6.6,-1.4,i,9.2,0.9,-2.1,-2.3,-0.6,7.1,14.2
CNc1nc2ccccc2n1N,-4.8,0.2,i,15.0,-2.3,0.9,-0.4,9.8,-6.9,8.5
COCCOC(=O)c1c(C)n(C)c2ccc(OC(=O)c3c(OC)cccc3OC)cc12,-6.2,-4.3,i,8.3,-0.6,0.5,3.0,-11.6,-0.6,-7.5
COc1ccc(Cc2nnc(NCCO)[nH]c2=O)cc1OC,11.7,8.0,i,9.0,-0.8,0.4,0.7,7.5,1.4,43.9
COc1ccccc1CCC(=O)N1CCC(n2nccc2NC(=O)CC(C)C)CC1,.,-5.2,i,10.2,-1.1,-0.1,1.7,-8.1,3.0,-1.1
O=C(CC1Sc2ccccc2NC1=O)Nc1cccnc1 (centres undefined),-3.3,2.5,i,1.9,.,3.3,3.6,0.0,4.4,1.4
Cc1ccc(NC(=O)c2c(C)noc2-c2snnc2C)cc1,-1.2,-6.1,i,15.2,3.5,-12.8,3.1,-4.1,-10.9,0.0
COCC(=O)N1CCC(Oc2ccc(C(=O)N3CCSCC3)cc2)CC1,6.8,0.5,i,17.7,-1.9,2.7,4.2,-3.0,-3.5,2.5
Cc1cccc(C(=O)N2CCCC(c3nc(-c4ccc(F)cc4)no3)C2)c1 (centres undefined),-14.2,1.3,i,5.0,-0.4,2.3,0.4,7.0,3.7,13.7
CC(=O)Nc1cccc(NC(=O)c2ccc([N+](=O)[O-])cc2Cl)c1,1.5,19.2,i,15.1,0.6,-2.9,2.4,8.0,21.6,0.8
CCC(c1nnc(SCC(=O)Nc2nnc(-c3ccccc3)o2)n1Cc1ccccc1)N(C)C (centres undefined),6.0,-0.2,i,3.0,-4.6,0.8,1.7,0.1,-0.8,2.7
N#CC[n+]1cc(-c2ccc(Cl)cc2)n2c1CCC2,-1.8,4.2,i,19.4,0.2,-0.6,-1.2,-3.0,3.7,-4.5
Cc1ccc(CS(=O)(=O)CCC(=O)O)cc1,1.5,11.0,i,15.2,-0.5,-2.1,-0.7,-1.5,1.3,-6.8
CCN1C(=O)NC2C1N(S(C)(=O)=O)CCN2S(C)(=O)=O (centres undefined),4.1,4.5,i,13.8,-3.3,-1.3,-3.0,-2.2,1.1,-9.2
COc1ccc(C(=O)c2c(O)cc(-c3ccc(OC)cc3)oc2=O)cc1,7.1,1.8,i,43.3,-7.7,-1.0,6.4,-4.2,0.4,-12.7
COc1ccc(NC(=O)c2ccc3c(=O)n(-c4ccc(OC)cc4OC)c(=S)[nH]c3c2)c(OC)c1,-18.1,9.7,i,6.2,-0.8,-2.5,-4.2,-2.9,.,-0.8
COc1ccc(C(=O)c2cnc(C(C)C)n2C)cc1,-2.9,-5.3,i,6.6,-0.2,-0.3,-4.1,4.7,-7.3,6.3
CSc1sc(C(=O)NN)c2c1C(O)CCC2 (centres undefined),0.1,3.3,i,16.2,-1.7,-1.7,.,1.7,-6.6,8.1
CN(C)c1ccc(N=Nc2cccc3ccoc23)cc1,5.0,0.3,.,-1.5,2.5,-3.5,0.5,11.9,-2.1,40.6
CCN(CC)C(=O)CCCC(=O)N(CC)CC,1.6,1.6,i,8.3,-1.2,-2.1,-3.1,-8.0,0.8,0.9
O=[N+]([O-])c1cc(Cl)ccc1Sc1cccc2cccnc12,9.7,-10.3,i,-0.5,-0.9,1.9,4.3,.,-6.7,.

# Next part; the last 2 above are carried over.
SMILES,HDAC3 inhib,Platelet DG rel,PolyA inhibitor,AI-2 QS mod,GSK3A inh,GSK3B inh,HSP90 refold inh,HSF1 inh,Dyrk1A ADPGlo,HSF1 activator
CCN(CC)C(=O)CCCC(=O)N(CC)CC,1.6,1.6,i,8.3,-1.2,-2.1,-3.1,-8.0,0.8,0.9
O=[N+]([O-])c1cc(Cl)ccc1Sc1cccc2cccnc12,9.7,-10.3,i,-0.5,-0.9,1.9,4.3,.,-6.7,.
CCN(CC)S(=O)(=O)c1ccc(C)c(NC(=O)CN2CCN(C)CC2)c1,2.3,3.0,i,6.8,.,1.4,0.3,3.4,-9.3,-9.6
COc1ccc(-c2noc(CNC(=O)c3ccoc3C)n2)cc1OC,-1.1,-18.6,i,21.0,-1.4,1.3,-1.9,5.3,0.0,-1.9
CSCC(C)N1CCC(N2CCC(C(=O)NCc3ccccn3)CC2)CC1 (centres undefined),-3.7,5.0,i,13.0,-1.8,-0.5,-2.5,-2.4,-2.5,-5.3
CCCS(=O)(=O)N1CCc2cc(OC)c(OC)cc2C1,4.8,-3.0,i,16.3,-1.7,7.3,-1.5,-55.1*,-3.0,-67.9
CCC(C(=O)Nc1cccc(C(=O)O)c1)c1ccccc1 (centres undefined),?,2.5,i,30.2,-1.1,3.3,-4.2,1.3,-0.9,4.4
CC(CCc1ccccc1)NC(=O)/C=C/c1ccccc1 (centres undefined),4.3,11.1,i,10.6,5.7,1.0,-0.9,8.7,-1.6,-12.2
O=C(N/N=C\c1ccccc1)c1cccc(C(=O)N/N=C\c2ccccc2)n1,10.5,16.7,i,11.9,0.1,3.1,.,13.0,.,6.4
O=C(Cc1ccc(Cl)cc1Cl)OCC(=O)N1CCN(C(=O)c2ccco2)CC1,-1.1,-7.8,i,26.0,.,0.4,0.0,-0.3,-1.8,15.9
CN(CCOc1ccccc1)C(=O)c1ccc(F)c(S(=O)(=O)N2CCOCC2)c1,1.8,10.6,i,24.3,-1.1,0.5,.,-3.4,-5.4,-12.3
O=[N+]([O-])c1cc2c(cc1/C=N/NS(=O)(=O)c1ccc(Br)cc1)OCO2,3.2,1.4,i,26.8,-1.7,4.7,1.9,-2.7,5.2,-6.3
Cc1onc(-c2ccccc2Cl)c1C(=O)Nc1ccc(S(=O)(=O)Nc2nccs2)cc1,1.8,-4.3,i,17.6,-3.0,2.1,-2.4,7.5,-1.5,9.8
O=C(CSc1nc(C2CCCCC2)n(-c2ccccc2)n1)NCC(F)(F)F,2.5,27.2,i,29.2,0.5,4.8,1.0,9.2,1.3,12.5
Cc1c(C(=O)N2CC3(CC(c4cccc(NC(=O)CC(c5ccccc5)c5ccccc5)c4)=NO3)C[C@@H]2C(N)=O)cc([N+](=O)[O-])cc1[N+](=O)[O-] (some centres undefined),-10.2,1.6,i,12.9,-1.3,-5.2,.,-10.4,-3.3,-5.1

# Some of the compounds tested (hit frequency here may not be typical).
